Pf apPOL block: Pf-apPOL inhibitors, biochemical, fluorescence; Plasmodium falciparum apicoplast DNA polymerase (apPOL); Recombinant Pf-apPOL, molecular beacon fluorescence, 1.5 h; inhibition, % at 10 µM; 0.25% of 210,000 active
mHTT-CaM PPI inh: mutant huntingtin-calmodulin interaction inhibitors – biochemical, AlphaScreen, primary screen | inhibition, % at 15 µM | 3.6% of 190,000 active | AlphaScreen His-mHTT/GST-CaM binding, luminescence;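 further: 0% = both proteins with DMSO and 100% = one protein alone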
Target sequence (P42858 whole entry, looked up, stated change not applied): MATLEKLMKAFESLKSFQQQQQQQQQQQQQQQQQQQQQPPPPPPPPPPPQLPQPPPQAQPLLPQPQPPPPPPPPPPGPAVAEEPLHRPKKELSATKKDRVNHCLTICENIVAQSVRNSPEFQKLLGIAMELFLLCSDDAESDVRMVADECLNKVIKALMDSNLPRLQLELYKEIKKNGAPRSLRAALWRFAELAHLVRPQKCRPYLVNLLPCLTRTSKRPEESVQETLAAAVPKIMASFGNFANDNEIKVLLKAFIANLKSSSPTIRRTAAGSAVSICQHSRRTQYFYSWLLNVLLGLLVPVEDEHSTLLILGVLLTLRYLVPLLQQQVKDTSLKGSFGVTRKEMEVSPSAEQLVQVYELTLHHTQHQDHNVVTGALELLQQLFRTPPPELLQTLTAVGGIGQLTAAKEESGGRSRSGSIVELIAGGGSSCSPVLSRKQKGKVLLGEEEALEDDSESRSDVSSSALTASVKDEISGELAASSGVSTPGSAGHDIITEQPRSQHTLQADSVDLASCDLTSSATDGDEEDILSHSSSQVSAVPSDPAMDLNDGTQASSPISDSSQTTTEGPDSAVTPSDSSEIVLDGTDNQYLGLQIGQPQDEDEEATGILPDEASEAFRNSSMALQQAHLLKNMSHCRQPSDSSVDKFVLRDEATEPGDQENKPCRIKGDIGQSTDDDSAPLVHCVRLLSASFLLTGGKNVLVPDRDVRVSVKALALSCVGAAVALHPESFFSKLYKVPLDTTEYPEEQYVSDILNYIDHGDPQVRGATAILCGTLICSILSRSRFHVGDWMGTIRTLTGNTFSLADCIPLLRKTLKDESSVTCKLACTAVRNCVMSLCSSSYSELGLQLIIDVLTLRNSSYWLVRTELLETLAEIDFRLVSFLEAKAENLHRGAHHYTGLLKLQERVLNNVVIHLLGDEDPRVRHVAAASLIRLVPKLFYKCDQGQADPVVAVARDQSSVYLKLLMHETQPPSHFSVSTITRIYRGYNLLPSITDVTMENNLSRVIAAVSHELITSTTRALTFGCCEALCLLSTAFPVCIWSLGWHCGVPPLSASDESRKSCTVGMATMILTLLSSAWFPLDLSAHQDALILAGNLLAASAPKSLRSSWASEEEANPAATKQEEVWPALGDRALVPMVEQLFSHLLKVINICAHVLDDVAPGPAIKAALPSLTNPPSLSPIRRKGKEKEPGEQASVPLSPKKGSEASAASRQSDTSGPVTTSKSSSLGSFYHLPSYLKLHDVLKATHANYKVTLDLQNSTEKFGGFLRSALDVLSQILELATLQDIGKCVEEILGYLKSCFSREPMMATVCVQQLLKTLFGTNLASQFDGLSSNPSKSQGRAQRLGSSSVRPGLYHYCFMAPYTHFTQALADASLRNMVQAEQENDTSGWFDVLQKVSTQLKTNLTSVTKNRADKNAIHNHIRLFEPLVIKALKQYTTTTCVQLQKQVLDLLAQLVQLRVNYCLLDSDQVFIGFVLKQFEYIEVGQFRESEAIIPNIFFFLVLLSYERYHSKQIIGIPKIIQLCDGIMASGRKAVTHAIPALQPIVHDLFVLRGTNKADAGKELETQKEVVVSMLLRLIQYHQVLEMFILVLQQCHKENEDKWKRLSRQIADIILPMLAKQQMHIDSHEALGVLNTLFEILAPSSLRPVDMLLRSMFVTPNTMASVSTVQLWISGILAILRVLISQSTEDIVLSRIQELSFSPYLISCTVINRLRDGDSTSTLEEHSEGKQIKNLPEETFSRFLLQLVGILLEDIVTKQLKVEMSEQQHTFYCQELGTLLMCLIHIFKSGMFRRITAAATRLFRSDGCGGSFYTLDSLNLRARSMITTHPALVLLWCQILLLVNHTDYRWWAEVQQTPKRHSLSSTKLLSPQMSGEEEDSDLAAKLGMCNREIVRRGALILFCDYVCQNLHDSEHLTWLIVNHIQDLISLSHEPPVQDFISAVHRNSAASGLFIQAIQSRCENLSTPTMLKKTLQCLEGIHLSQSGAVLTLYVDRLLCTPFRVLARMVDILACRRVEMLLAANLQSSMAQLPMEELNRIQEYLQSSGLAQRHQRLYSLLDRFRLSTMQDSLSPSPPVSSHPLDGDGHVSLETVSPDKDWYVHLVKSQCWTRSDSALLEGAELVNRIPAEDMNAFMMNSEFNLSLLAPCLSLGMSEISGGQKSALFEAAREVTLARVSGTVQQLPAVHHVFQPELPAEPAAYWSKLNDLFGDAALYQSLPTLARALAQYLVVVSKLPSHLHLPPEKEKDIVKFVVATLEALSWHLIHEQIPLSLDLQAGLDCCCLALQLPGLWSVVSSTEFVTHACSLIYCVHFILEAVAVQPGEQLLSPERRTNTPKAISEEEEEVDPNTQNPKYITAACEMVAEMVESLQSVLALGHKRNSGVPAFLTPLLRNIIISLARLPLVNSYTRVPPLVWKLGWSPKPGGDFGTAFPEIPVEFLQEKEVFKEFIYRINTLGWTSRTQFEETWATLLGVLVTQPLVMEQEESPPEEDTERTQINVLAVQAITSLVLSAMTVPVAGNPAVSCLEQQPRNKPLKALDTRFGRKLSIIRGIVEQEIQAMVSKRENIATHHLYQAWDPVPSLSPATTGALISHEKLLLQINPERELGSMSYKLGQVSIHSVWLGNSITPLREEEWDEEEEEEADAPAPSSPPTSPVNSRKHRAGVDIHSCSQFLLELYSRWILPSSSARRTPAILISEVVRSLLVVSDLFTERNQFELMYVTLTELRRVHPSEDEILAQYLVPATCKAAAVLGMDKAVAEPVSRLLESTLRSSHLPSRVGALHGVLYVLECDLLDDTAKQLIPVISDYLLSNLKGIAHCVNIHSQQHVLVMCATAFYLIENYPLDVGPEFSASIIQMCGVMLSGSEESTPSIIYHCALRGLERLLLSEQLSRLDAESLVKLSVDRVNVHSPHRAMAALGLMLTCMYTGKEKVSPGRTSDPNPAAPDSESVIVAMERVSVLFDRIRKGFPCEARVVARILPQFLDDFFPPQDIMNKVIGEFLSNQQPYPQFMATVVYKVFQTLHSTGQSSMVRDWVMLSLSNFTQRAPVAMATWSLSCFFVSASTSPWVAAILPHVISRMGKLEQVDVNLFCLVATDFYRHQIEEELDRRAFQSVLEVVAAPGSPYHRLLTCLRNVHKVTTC
* = called active by the depositor; / = not tested or not shown; & = joins results of further samples. No stated cut-off is given here; in the data, active means inhibition above about 50%; inactive means the rest.

SMILES	Pf apPOL block	mHTT-CaM PPI inh
O=C(NCc1cccnc1)C1CCN(S(=O)(=O)N2CCCCC2)CC1	-12.4	-6.0
Cc1ccnc(-n2c(C)ccc2C)c1	5.8	/
Cc1ccc(CNS(=O)(=O)c2ccc3[nH]c4c(c3c2)CCCC4)o1	-3.8	50.2*
COc1ccccc1OCC1CN(C(=O)c2cc(F)cc(F)c2)CCO1 (stereo not given)	-6.2	14.4
CC1Cc2ccccc2N1Cc1cc(=O)c(OCC(=O)Nc2ccc([N+](=O)[O-])cc2)co1 (stereo not given)	-5.4	11.3
Cc1ccc(CN2C(=O)NC3(CCCN(C(=O)c4cc(C)cc(C)c4)C3)C2=O)cc1 (stereo not given)	-7.5	3.0
O=C(COc1cccc(Cl)c1)Nc1ccc([N+](=O)[O-])cc1Br	1.7	2.6
COc1ccc(NC(=O)c2ccc(-c3cccc(Cl)c3C)o2)cc1	-1.5	0.3
CCOc1nc2c(c(-c3ccc(OC)cc3)c1C#N)Cc1ccccc1-2	-10.4	/
CNC(=O)C1CN(C(=O)c2cc(C)cc(C)c2)CC12CCCC2 (stereo not given)	-5.3	0.9
CC(=O)N(/C=C1\Sc2ccccc2C1=O)c1ccc(I)cc1	-0.3	1.0
Cc1ccc(S(=O)(=O)CC2OC(n3cc(I)c(=O)[nH]c3=O)CC2O)cc1 (stereo not given)	-18.9	/
O=C(NCc1cc(F)ccc1F)C1CCc2nc(N3CCCCC3)ncc2C1 (stereo not given)	-5.5	-5.7
CCN(C(=O)COc1ccccc1[N+](=O)[O-])C1CCS(=O)(=O)C1 (stereo not given)	11.8	1.3
CCCN(CCO)Cc1ccc(N(C)C)cc1	-0.7	3.8
CC(=O)c1cccc(NC(=O)C2Oc3ccccc3NC2=O)c1 (stereo not given)	2.5	43.6
Cc1cc(OCC(=O)Nc2ccccc2C(F)(F)F)nc(N2CCCC(C)C2)n1 (stereo not given)	-1.9	-10.0
CCCC(=O)Nc1ccc(NC(=O)c2cccc(Cl)c2Cl)cc1	4.5	1.1
CCc1nc(NC(C)=O)sc1-c1ccc([N+](=O)[O-])o1	5.4	9.0
Cc1[nH]c2ccccc2c1S(=O)(=O)CCNC(=O)NC1CCCCC1	-4.2	-20.1
COc1cc2c(cc1OC)C(C(=O)N(C)Cc1ccccc1)C(c1cccs1)N(C)C2=O (stereo not given)	7.5	12.0
O=C(CSc1nc(-c2ccccc2)cc(=O)[nH]1)NCc1ccccc1Cl	-3.5	-13.3
COc1ccc(C2CC(c3cc(Cl)ccc3O)=NN2)cc1OC (stereo not given)	-3.1&10.7	74.2*
CCOc1cccc2cc(C(=O)Nc3nccs3)c(=Nc3ccc(OC)cc3)oc12	-5.4	-6.0
COc1ccc(N2CCN(C(=O)c3ccccc3OC)C(C)C2=O)cc1 (stereo not given)	-2.2	-4.4
COc1ccc(C2CC(C(F)(F)F)n3nc(C(=O)O)c(Cl)c3N2)cc1OC (stereo not given)	-4.5	3.0
COc1cccc(/C=C2/SC(=Nc3cc(C)cc(C)c3)NC2=O)c1O	4.5	52.0*
Cn1c(C2CCN(C(=O)c3ccc(Cl)cc3)C2)nc2ccncc21 (stereo not given)	-4.8	6.0
COc1ccccc1OCC(=O)Nc1nccs1	-10.4	-2.0
O=C(NO)c1sc2ccccc2c1Cl	-5.4	2.3

Profiles as entered above. Screens in order: Pf apPOL block	mHTT-CaM PPI inh
COc1cc2c(cc1OC)C(C(=O)N(C)Cc1ccccc1)C(c1cccs1)N(C)C2=O (stereo not given) as listed: 7.5	12.0
COc1ccc(N2CCN(C(=O)c3ccccc3OC)C(C)C2=O)cc1 (stereo not given) as listed: -2.2	-4.4
O=C(NO)c1sc2ccccc2c1Cl as listed: -5.4	2.3
COc1ccccc1OCC(=O)Nc1nccs1 as listed: -10.4	-2.0
Cn1c(C2CCN(C(=O)c3ccc(Cl)cc3)C2)nc2ccncc21 (stereo not given) as listed: -4.8	6.0

An excerpt of these results, as comma-separated lines:
SMILES,Pf apPOL block,mHTT-CaM PPI inh
COc1ccc(C2CC(c3cc(Cl)ccc3O)=NN2)cc1OC (stereo not given),-3.1&10.7,74.2*
O=C(NO)c1sc2ccccc2c1Cl,-5.4,2.3
COc1ccc(N2CCN(C(=O)c3ccccc3OC)C(C)C2=O)cc1 (stereo not given),-2.2,-4.4
COc1ccccc1OCC(=O)Nc1nccs1,-10.4,-2.0

Additional structures:
SMILES	Pf apPOL block	mHTT-CaM PPI inh
O=C(CCn1ccc(=O)[nH]c1=O)N1CCCC(c2nnc(-c3ccc4c(c3)OCO4)o2)C1 (stereo not given)	-6.8	2.5
Cc1ccc(-c2c(C(=O)NCC(C)C)oc(=O)c3ccccc23)cc1	3.6	-8.0
CCCNc1cc(N2CCC(CCC(=O)N3CCN(C)CC3)CC2)ncn1	-4.5	0.4
CSc1nc(-c2ccccc2)c(C#N)c(=O)n1C	-11.4	-12.1
CN1CCC(N2CCN(C3CN(Cc4cn(Cc5ccc(C(F)(F)F)cc5)nn4)S(=O)(=O)C3)CC2)CC1 (stereo not given)	-3.3	-8.1
COC1(OC)N=C(N)C2(C#N)C(c3ccc(Cl)cc3)C12C#N (stereo not given)	-8.2	1.0
CN(C)C(=NS(=O)(=O)c1cccs1)c1ccccc1	-16.6	5.0
O=C1C(c2cccnc2)N(Cc2ccccc2)C(=O)CN1C1CCCCC1 (stereo not given)	1.7	0.6
CC(C)OCCCNC(=O)C1(C)CCC(=O)N1Cc1cccnc1 (stereo not given)	0.2	-5.4
O=C(Nc1nc(-c2ccc3c(c2)OCO3)cs1)C1CC1	1.5	10.8

2 compounds picked at random from those above:
SMILES	Pf apPOL block	mHTT-CaM PPI inh
Cc1ccc(-c2c(C(=O)NCC(C)C)oc(=O)c3ccccc23)cc1	3.6	-8.0
CCCNc1cc(N2CCC(CCC(=O)N3CCN(C)CC3)CC2)ncn1	-4.5	0.4

Arranged by molar mass (lowest first): some entries from above.
SMILES	Pf apPOL block	mHTT-CaM PPI inh
CN(C)C(=NS(=O)(=O)c1cccs1)c1ccccc1	-16.6	5.0
CC(C)OCCCNC(=O)C1(C)CCC(=O)N1Cc1cccnc1 (stereo not given)	0.2	-5.4
O=C(CCn1ccc(=O)[nH]c1=O)N1CCCC(c2nnc(-c3ccc4c(c3)OCO4)o2)C1 (stereo not given)	-6.8	2.5

Next section.
SMILES	Pf apPOL block	mHTT-CaM PPI inh
Cc1cc(N2CCOCC2)nc2ccc(NC(=O)c3ccccc3Cl)cc12	1.2	18.0
COc1cc(C=O)cc(Cl)c1OCc1ccc(Br)cc1	-10.8	-26.8
Cc1ccc(OCC(=O)Nc2nccs2)c(Br)c1	3.9	-8.8
Cc1cc(C)c(NS(=O)(=O)c2ccc(NC(=O)c3ccccc3Br)cc2)c(C)c1	-31.9	0.7
CN(C(=O)c1cc2cc([N+](=O)[O-])ccc2oc1=O)C1CCCCC1	-4.9	0.2
Cc1c(C(=O)NC2CCCCCCC2)oc2ccc(S(=O)(=O)N3CCCCC3)cc12	-9.6	-3.0
Cc1c(C(=O)NC2CCCC2)oc2ccc(S(=O)(=O)N3CCC4(CC3)OCCO4)cc12	6.2	23.0
CCC1Oc2ccc(C)cc2N(Cc2ccccc2Cl)C1=O (stereo not given)	34.4	-77.0
CCN(CC)C(=O)CC[C@H]1CC[C@]2(CCCN(Cc3ccccn3)C2)O1	-13.1	-0.7
O=C(Nc1cccc(Cl)c1Cl)c1cnn2c1NC(c1ccco1)CC2C(F)(F)F (stereo not given)	0.4	10.0
COc1cc(C(SCC(=O)O)SCC(=O)O)cc(OC)c1OC	-7.4	/
O=c1nc2ccccn2c2ccc([N+](=O)[O-])cc12	/	-2.9
Cc1ccc(NC(=O)c2cc3n(n2)C(C(F)(F)F)CC(c2ccc(C)cc2)N3)cc1 (stereo not given)	-0.4	13.0
CCCCC[C@H]1CN(Cc2ccc(OC)cc2)C(=O)[C@@H]1CC(=O)NCc1ccccc1	2.3	53.6*
CN1C(=O)CCc2cc(NC(=O)C3CCCO3)ccc21 (stereo not given)	-3.3&-4.6	-6.0&-18.2
CSc1ccc(/C=C2\N=C(c3ccccc3C)OC2=O)cc1	-11.2	-6.0
COc1ccc(CC(=O)N2CCCC(c3nnc(-c4ccccc4F)s3)C2)cc1OC (stereo not given)	-13.7	-2.7
CCn1c(=O)c(C(=O)Nc2ccccc2S(N)(=O)=O)c(O)c2ccccc21	-12.1	-0.5
O=C(C1CC(c2ccc(F)cc2)=NO1)N1CCOCC1 (stereo not given)	-0.1	3.9
Cc1ccc(NC(=O)CN2C(=O)C(c3ccc(F)cc3)=NC2(C)C)cc1	-4.5	-9.1
COC(=O)c1nonc1N	/	-1.1
CCN1CCN(CCNS(=O)(=O)c2cc(Br)cc3c2N(C(C)=O)CC3)CC1	-3.6	1.0
CCSc1nc2c(c(=O)n1-c1ccc(F)cc1)SCC2	-1.1	1.0
Cc1ccccc1CNC(=O)C1(C)CCCN(C(=O)Nc2ccccc2)C1 (stereo not given)	-3.6	9.6
O=C(NC1CCN(c2ccc(F)cc2)C1=O)c1ccc(F)c(Cl)c1 (stereo not given)	-5.2	0.3
COc1ccccc1C=CC(=O)c1cc(F)ccc1O	-5.3	9.7
O=C(c1cc2c(s1)CCC(C(=O)N1CCN(Cc3ccccc3)CC1)C2)N1CCCC1 (stereo not given)	-2.0	11.2
CCc1cc(C2CCCN2C(=O)c2ccn(CC)n2)on1 (stereo not given)	3.3	-5.3
O=C(c1ccc(OCC2CCCN2C(=O)C2CC2)cc1)N1CCCC1 (stereo not given)	46.2	4.2
O=C(NCC(c1ccco1)N1CCc2ccccc21)C1CCCCC1 (stereo not given)	-6.4	0.0
COc1cccc(-n2cnc3cccc(N)c32)c1	-0.8	0.9
CCN(CC)c1nc2ccccc2c(=O)n1CCC(=O)Nc1cc(C)cc(C)c1	0.8	-5.4
Cc1cc(C)c(NC(=O)CNC(C)(C)C)c(C)c1	-6.1	-2.1
CCC(Oc1ccccc1)C(=O)Nc1ccc(I)cc1 (stereo not given)	-0.4	-10.6
O=C(c1ccc2snnc2c1)N1CCOCC1	-1.0	1.8
Cc1nn(CC(=O)Nc2ccc3nc(N4CCN(C)CC4)cc(C)c3c2)c(C)c1[N+](=O)[O-]	1.6	-1.0
Cc1ccc2c(Nc3cc(F)ccc3F)c(C(=O)OC(C)C)cnc2n1	-3.6	26.7
O=C(Nc1nc2ccccc2n1CCOc1ccccc1)c1ccccc1Cl	-6.6	49.2
Cc1ccc(N2C(=O)NC(=O)/C(=C\c3cn(CC#N)c4ccccc34)C2=O)cc1	-7.2	19.0
CCN=C1SC(C(=O)Nc2ccc(Cl)cc2)CC(=O)N1CC (stereo not given)	0.3	7.0
O=C(NCc1ccc(Cl)cc1)c1nc2nc(-c3ccccc3)cc(C(F)(F)F)n2n1	-4.6	20.0
Cc1noc(NS(=O)(=O)c2ccc(N/C=C/C(=O)c3ccc(Cl)c(Cl)c3)cc2)c1C	0.2	16.0
O=C(NCc1ccc(F)cc1)c1noc2c1CCCCC2	1.0	-12.9
CS(=O)(=O)N1CCC(C(=O)NCCN2CCN(C(=O)c3cccs3)CC2)CC1	-2.6	-11.1
CCOc1ccc(NC(=O)C2CCCN(c3nnc4cccc(C)n34)C2)cc1 (stereo not given)	-1.1	9.1
COc1ccc(C(=O)N2CCCCC2c2nncn2CC2CC2)cn1 (stereo not given)	8.6	-1.6
Cc1ccc(-n2nc(C)c3sc(N4CCCC(C(=O)NC5CC5)C4)nc32)cc1 (stereo not given)	-8.4	24.6
COc1ccc(/C=C2\SC(=O)N(CN3CCCCCC3)C2=O)cc1OC	-7.8	17.0
COC(=O)c1sccc1N=CC1=C(O)CC(c2cccs2)CC1=O (stereo not given)	-0.6	/
Cc1ccc(C2Nc3cc(C)c(C)cc3NC3=C2C(=O)CC(C)(C)C3)s1 (stereo not given)	-2.2	26.0

Additional entries follow.
SMILES	Pf apPOL block	mHTT-CaM PPI inh
Ic1ccc(Nc2nc3nonc3n3cnnc23)cc1	-3.8	7.0
CCc1ccccc1N(CC(=O)Nc1ccc2c(c1)OCCO2)S(=O)(=O)c1ccccc1	-0.6	7.5
O=C(NCCn1ccc2ccccc21)c1cccc(C(F)(F)F)c1	-1.7	2.0
Cc1ccc(-c2cncc(C(=O)Nc3ccc(C)c(C)c3)c2)cc1	1.0	-10.3
Cc1onc(-c2ccccc2Cl)c1C(=O)N1CC(C)OC(C)C1 (stereo not given)	-3.0	4.7
Cc1nc(SCC(=O)c2ccc(Br)cc2)n[nH]1	-2.7	0.0
COc1ccccc1C(=O)Nc1ccc(O)c(-c2nc3cc(C)ccc3o2)c1	1.6	-2.7
CCOc1cc(-c2nc3ccccn3c2N=Cc2cc([N+](=O)[O-])ccc2O)ccc1O	3.1	23.0
CCOC(=O)C1CCN(C(=O)c2cncc(-c3ccccc3F)c2)CC1	-2.4	-2.0
CCCNC(=O)C1CCN(Cc2cn(CC)c3ccc(Cl)cc23)CC1	0.2	-0.2
COc1ccccc1C(=O)N1CCC2(C1)C(=O)Nc1ccccc12 (stereo not given)	-4.8	-4.3
CC(=O)N(C)CC(=O)N1N=C(c2cccs2)CC1c1ccccc1Cl (stereo not given)	-6.4	1.2
Cc1cccc(C(=O)NC(Nc2cccc([N+](=O)[O-])c2)C(Cl)(Cl)Cl)c1 (stereo not given)	2.4	11.0
Cc1ccsc1C=CC(=O)ON=C(N)c1ccc(C(F)(F)F)cc1	-4.9	/
CCc1csc(-c2ccc(N3CCN(C(=O)c4ccc(F)cc4)CC3)nc2)n1	-1.3	1.0
O=C(Nc1cccnc1)c1cc(-c2ccc(Cl)c(Cl)c2)on1	5.8	0.0
Cn1cnc2ccc(-c3noc(-c4cccc(Cl)c4)n3)cc21	-0.5	-13.9
O=C(Nc1ccccc1)N1CCN(c2cccc(Cl)c2)CC1	15.0	5.4
O=C(O)c1cccc(NC(=O)c2nccnc2C(=O)O)c1	-3.0	-1.0
O=C(c1cc(N2C(=O)CCS2(=O)=O)ccc1Cl)N1CCN(c2ccccn2)CC1	-7.8	-11.7
O=c1c(N2CCCC2)c(Cl)cnn1-c1ccccc1	-2.2	-4.7
COc1ccc(Cl)cc1NC(=O)CCCn1nc([N+](=O)[O-])cc1C	-6.5	-1.0

Screening results deposited in PubChem BioAssay by University of Kansas High Throughput Screening Laboratory.

Compounds as they come; about 3.5% have a hit in one of these screens.
